# MgcRacGAP inhibition = MgcRacGAP GTPase-activating activity inhibitors, confirmation, biochemical, ADP Hunter fluorescence; MgcRacGAP-stimulated Rac1 GTP hydrolysis, ADP Hunter fluorescence; higher % means a stronger effect; GST-tagged Rac1 F28L mutant substrate; 340,000 compounds, 0.6% hits; one-dose inhibition, % at 30 µM; IC50 in µM for titrated hits;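 active means first-screen hits whose inhibition reached a set limit at any dose in the follow-up dose series; inconclusive means inhibition above the set first-screen limit but never retested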;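 further: fluorescence reports GDP produced by GAP-driven GTP hydrolysis; strong numbers were not always called active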
# RSV antiviral HEp-2 = RSV antiviral activity via CPE protection, HEp-2 cells, primary 10 µM value included (AID 2391); HEp-2 cells, RSV-induced CPE inhibition; higher % means a stronger effect; CPE inhibition, % at 10 µM, or IC50 in µM where a hit was titrated; 310,000 compounds, 0.13% hits; in the data active means a potency from the dose series; inconclusive means CPE inhibition mostly from about 23% at the one dose, without a potency; inactive means the rest, 99 in 100 with CPE inhibition below about 21%; further: strong numbers were not always called active
# SV40 large T antigen = TAg ATPase/helicase activity blockers – biochemical (AID 1903) | 310,000 compounds, 0.39% hits | SV40 large T antigen ATPase/helicase inhibition assay; higher % means a stronger effect | inhibition, % at 20 µM; hits with a dose series show IC50 in µM; in the data active means a potency from the dose series; inconclusive means inhibition mostly from about 32% at the one dose, without a potency; inactive means the rest, 99 in 100 with inhibition below about 32%; further: strong numbers were not always called active
# b-catenin transl = alters nuclear translocation of beta-catenin in HeLa cells. immunofluorescence imaging. nuclear translocation activity, % at 5 µM. 190,000 compounds, 0.3% hits. AID 1665;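 active means nuclear translocation activity above 50% at 5 µM, with a well cell count of 50 or more; inconclusive means wells under 50 cells across six images, flagged as toxic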;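 further: per-cell ratio of nuclear to cytoplasmic median beta-catenin stain intensity; plate controls were DMSO negative control for no effect and GSK-3 inhibitor IX positive control for full effect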
#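 Test system: human HeLa cells, native beta-catenin. Compound dosing: 5 µM primary single dose, 0.1% DMSO, 0.02–20 µM confirmation series. Incubation: compound exposure 24 h at 37°C. Detection: beta-catenin immunostaining with DAPI counterstain, 20x imaging, 6 fields/well. Read-out basis: Nuclear/cytoplasmic beta-catenin signal ratio, % activation.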
# T cell HTS = T cell immune modulators affecting CD8 T cell-vesicle binding; calls only at 7 µM; 330,000 compounds, 0.068% hits; 2C CD8+ T cell-vesicle binding, flow cytometry; stronger effect = lower value; AID 2052;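 active means response, share of CD8 T cells binding vesicles, and their 90th percentile fluorescence all below set limits, cut at about 80% in these data, passing the limit was not always enough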
#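 Incubation: binding step 1.5 h, 37 °C, antibody labelling 20 min, ice; system: murine 2C transgenic CD8+ T lymphocytes; technique: cytometric PE anti-B7-1 and Alexa647 anti-CD8 signals after 1% paraformaldehyde fixation; also added: QL9-charged Drosophila Ld/ICAM-1/B7-1 vesicles; control set: naked versus QL9-loaded vesicles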
# West Nile virus CPE = West Nile virus antiviral activity, cell-based, CPE readout (AID 1621) | one-dose CPE inhibition, % at 10 µM; IC50 in µM for titrated hits | West Nile virus-infected cells, CPE inhibition; higher % means a stronger effect | 290,000 compounds, 0.02% hits; in the data active means a potency from the dose series; inconclusive means CPE inhibition mostly from about 3.7% at the one dose, without a potency; inactive means the rest, 99 in 100 with CPE inhibition below about 2.2%; further: strong numbers were not always called active
# Myeloid diff 2 = myeloid differentiation induction | 360,000 compounds, 1% hits | ER-HoxA9 myeloid progenitors, lysozyme-GFP differentiation, flow cytometry | calls only at 10 µM;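 active means normalized GFP-positive differentiation at or above the plate's own cutoff, the solvent-only control mean plus 3 SD; inconclusive means no clear call, values can overlap the other calls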;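 further: cells exposed to compound for four days before flow analysis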
# WT yeast gro inh = growth inhibition of WT yeast, mitochondrial fusion screen | mitochondrial fusion phenotypic screen, WT strain | inhibition, % at 10 µM | 190,000 compounds, 2.1% hits | AID 1362; in the data active means inhibition above about 58%; tested in S. cerevisiae
# PhoP inhibition = inhibitors of PhoP regulon expression, primary screen, Salmonella Typhimurium, GFP reporter (AID 1863) | S. Typhimurium PhoP-regulated promoter GFP reporter, 4 h; higher % means a stronger effect | one-dose inhibition, % at 50 µM; IC50 in µM for titrated hits | 300,000 compounds, 0.16% hits;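 active means inhibition over 29.93%, a cutoff 3 SD above the screen mean, later confirmed by dose response; inconclusive means inhibition over 29.93% but no dose response follow-up; inactive means inhibition at most 29.93% or unconfirmed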;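 further: 0% = low Mg2+ inducing control and 100% = high Mg2+ repressing control; strong numbers were not always called active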
# WT yeast gro inh mutant strain = further read-out of WT yeast gro inh, marked with its call; inhibition, %; mitochondrial fusion phenotypic screen, mutant strain inhibition
# b-catenin transl cell count 5 µM = further read-out of b-catenin transl, marked with its call; cell count; measured here: cell count, cytotoxicity flag
# T cell HTS vesicle-bound % = second read-out of T cell HTS, no call of its own (marks repeat the call); double positive events, %; measured here: CD8+ vesicle-bound cell fraction;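 binding gate set so that unloaded-vesicle control wells show 10% double positive cells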
# Myeloid diff 2 GFP+ MAC1+ % = recorded beside Myeloid diff 2, whose call it bears; GFP+ MAC1+ double positive, %; measured here: differentiation confirmed by MAC1 staining
# Starred values were filed as active, the others as inactive; i = inactive; ? = inconclusive; / = no result given; + = active, no number.
smiles	MgcRacGAP inhibition	RSV antiviral HEp-2	SV40 large T antigen	b-catenin transl	b-catenin transl cell count 5 µM	T cell HTS	T cell HTS vesicle-bound %	West Nile virus CPE	Myeloid diff 2	Myeloid diff 2 GFP+ MAC1+ %	WT yeast gro inh	WT yeast gro inh mutant strain	PhoP inhibition
CCc1ccc(-n2c(SCC(=O)Nc3ccc(C(=O)O)cc3)nnc2-c2ccncc2)cc1	/	2.5%	27%	-0.5	1122	i	29	0.4%	/	/	/	/	-9%
CCCCC(=O)Nc1nnc(-c2ccco2)o1	6%	0.4%	10%	0.2	1028	i	44	0.0%	i	2.1	5	2	-2%
Cc1[nH]c2ccccc2c1C(=O)CSC(=S)N(C)C	5%	20%	-1%	-2.6	504	i	25	0.1%	i	0.7	-13	-5	-13%
O=C(Cn1cncn1)N/N=C/c1cccc2ccccc12	12%	2.2%	5%	1.7	566	/	/	-0.1%	i	0.2	-2	9	14%
O=C(N/N=C/c1cccc(O)c1)c1csc2ccccc12	-6%	1.8%	10%	-0.6	1183	i	25	-0.1%	i	0.5	0	-6	3%
O=C(O)c1n[nH]c2c1CCCC2	7%	0.8%	7%	-0.3	1010	i	23	0.5%	i	1.6	10	3	2%
C=CCn1c(CNC(=O)c2cccs2)n[nH]c1=S	-3%	0.6%	17%	-1.8	574	i	47	-0.2%	i	0.4	10	10	-2%
CSC1=NCCN1CCOc1ccccc1	/	1.0%	7%	6.5	693	i	59	0.0%	i	0.0	-6	12	-9%
C=CCn1c(SCc2ccc(F)cc2)nnc1-c1sc2nc(C)cc(C)c2c1N	/	2.5%	3%	0.9	1357	i	39	-0.7%	i	1.0	/	/	-13%
O=C(NNc1ccccc1[N+](=O)[O-])Nc1ccc(F)cc1F	2%	0.9%	5%	/	/	i	18	-0.6%	i	2.0	/	/	1%
COc1cc(COCC(O)CN2CCCCC2C)cc(OC)c1OC (centres undefined)	7%	-0.3%	20%	/	/	i	45	0.3%	i	0.4	/	/	4%
O=C(CSc1nnc(COc2ccccc2)o1)Nc1nccs1	7%	1.6%	7%	-0.8	545	i	50	/	i	1.1	3	-7	3%
O=C(CN1CCN(c2cccc(Cl)c2)CC1)Nc1ccc(S(=O)(=O)N2CCOCC2)cc1	6%	?	13%	/	/	i	31	-1.2%	i	0.5	/	/	5%
CCCCn1c(=S)[nH]c2ncccc2c1=O	3%	-1.4%	9%	1.4	1414	i	6	/	i	0.5	-5	-6	3%
CCOC(=O)N1CCN(C(=O)C(=O)NNC(=O)COc2ccc(Cl)c(C)c2)CC1	10%	1.1%	0%	0.2	1037	i	39	0.1%	i	0.2	5	-1	8%

# A draw from above in order of count of non-hydrogen atoms, ascending:
smiles	MgcRacGAP inhibition	RSV antiviral HEp-2	SV40 large T antigen	b-catenin transl	b-catenin transl cell count 5 µM	T cell HTS	T cell HTS vesicle-bound %	West Nile virus CPE	Myeloid diff 2	Myeloid diff 2 GFP+ MAC1+ %	WT yeast gro inh	WT yeast gro inh mutant strain	PhoP inhibition
CSC1=NCCN1CCOc1ccccc1	/	1.0%	7%	6.5	693	i	59	0.0%	i	0.0	-6	12	-9%
CCCCC(=O)Nc1nnc(-c2ccco2)o1	6%	0.4%	10%	0.2	1028	i	44	0.0%	i	2.1	5	2	-2%
C=CCn1c(CNC(=O)c2cccs2)n[nH]c1=S	-3%	0.6%	17%	-1.8	574	i	47	-0.2%	i	0.4	10	10	-2%
O=C(N/N=C/c1cccc(O)c1)c1csc2ccccc12	-6%	1.8%	10%	-0.6	1183	i	25	-0.1%	i	0.5	0	-6	3%
O=C(NNc1ccccc1[N+](=O)[O-])Nc1ccc(F)cc1F	2%	0.9%	5%	/	/	i	18	-0.6%	i	2.0	/	/	1%
C=CCn1c(SCc2ccc(F)cc2)nnc1-c1sc2nc(C)cc(C)c2c1N	/	2.5%	3%	0.9	1357	i	39	-0.7%	i	1.0	/	/	-13%
CCc1ccc(-n2c(SCC(=O)Nc3ccc(C(=O)O)cc3)nnc2-c2ccncc2)cc1	/	2.5%	27%	-0.5	1122	i	29	0.4%	/	/	/	/	-9%

# (list continues)
smiles	MgcRacGAP inhibition	RSV antiviral HEp-2	SV40 large T antigen	b-catenin transl	b-catenin transl cell count 5 µM	T cell HTS	T cell HTS vesicle-bound %	West Nile virus CPE	Myeloid diff 2	Myeloid diff 2 GFP+ MAC1+ %	WT yeast gro inh	WT yeast gro inh mutant strain	PhoP inhibition
O=C(COc1coc(CN2CCc3ccccc32)cc1=O)Nc1ccc([N+](=O)[O-])cc1	1%	-1.5%	10%	/	/	i	26	/	i	0.4	/	/	6%
CC(C)CNC(=O)c1cc(-c2ccc(Br)cc2)on1	4%	1.1%	20%	-2.8	955	i	39	-0.9%	i	7.5	4	-7	-3%
O=C(CN(CCc1ccccc1)Cc1ccccc1)Oc1ccccc1P(=O)(O)O	8%	1.4%	6%	/	/	i	21	-0.2%	/	/	/	/	-5%
Cc1n[nH]c(C)c1S(=O)(=O)N(CC(=O)NC1CCCC1)c1ccc(C(C)C)cc1	-2%	-0.6%	0%	-0.5	1129	i	43	0.7%	i	3.0	15	7	6%
Cc1ccccc1NC(=O)Cc1nc(COC(=O)c2cc([N+](=O)[O-])ccc2N)cs1	8%	4.3%	26%	/	/	i	37	-0.3%	i	0.5	/	/	8%
COc1ccc(C(c2nnnn2CCc2ccccc2)N2CCN(C3CCCC3)CC2)cc1OC (centres undefined)	-4%	1.1%	2%	0.0	1165	i	36	-0.7%	i	1.1	-1	7	-2%
O=C(O)c1cccc(NC(=S)NC(NC(=O)c2ccco2)C(Cl)(Cl)Cl)c1 (centres undefined)	4%	-1.8%	19%	1.2	1240	i	32	-0.4%	i	0.4	/	/	-9%
COc1ccccc1C1C(C#N)=C(N)Oc2c1oc(CO)cc2=O (centres undefined)	-8%	3.3%	1%	2.1	1106	i	22	0.1%	i	0.3	2	-7	-5%
COc1cccc2cc(C(=O)Nc3ccc(S(=O)(=O)NCC4CCCO4)cc3)c(=O)oc12 (centres undefined)	9%	1.7%	/	0.0	1407	i	33	1.1%	i	0.7	/	/	-5%
CC(=O)OCC1OC(c2ccccc2)C(OC(C)=O)C(OC(C)=O)C1OC(C)=O (centres undefined)	6%	-1.5%	10%	-0.4	1012	i	17	-0.5%	i	6.5	4	1	-7%
O=C(Nc1nc2c(cc3c4c(cccc42)CC3)s1)c1ccccc1Cl	-2%	11%	9%	-0.5	1081	i	39	0.1%	i	0.2	37	3	20%
Cn1ccnc1SCC(=O)Nc1cc(S(=O)(=O)N2CCOCC2)ccc1Cl	5%	3.7%	4%	-1.8	952	i	49	-0.6%	i	3.1	-6	-3	-12%
Cc1nc2n[nH]c(N)c2c2c1COC(C)(C)C2	8%	1.1%	2%	0.1	1116	i	57	-0.3%	i	1.1	-14	-5	22%
COc1ccc(-c2c(-c3ccc(OCC(=O)NN)cc3O)n[nH]c2C)cc1	1%	-1.9%	-14%	2.6	1094	i	22	-0.5%	i	0.7	/	/	-3%
COc1ccc(C2=NS(=O)(=O)N(C)C(C(=O)NC3CCCCC3)=C2)cc1	5%	1.3%	4%	/	/	i	44	-1.2%	i	0.9	/	/	/

# Following part.
smiles	MgcRacGAP inhibition	RSV antiviral HEp-2	SV40 large T antigen	b-catenin transl	b-catenin transl cell count 5 µM	T cell HTS	T cell HTS vesicle-bound %	West Nile virus CPE	Myeloid diff 2	Myeloid diff 2 GFP+ MAC1+ %	WT yeast gro inh	WT yeast gro inh mutant strain	PhoP inhibition
O=C(c1sc2cc([N+](=O)[O-])ccc2c1Cl)N1CCCCC1	11%	3.6%	13%	-4.2	1158	i	60	-1.0%	i	2.3	20	3	-3%
O=C(O)c1cccc(NC(=O)c2ccccc2NC(=O)c2cccc([N+](=O)[O-])c2)c1	0%	-0.9%	1%	/	/	i	58	0.2%	+	5.3*	/	/	0%
CSc1nc2nccc(-c3ccc(Cl)cc3)n2n1	-2%	/	1%	0.9	1199	i	42	0.0%	i	0.6	-9	9	-1%
Cc1ccc(S(=O)(=O)N2CCC(C(=O)N[C@@H](C)C(=O)Nc3ccc(F)cc3)CC2)cc1	-9%	-0.9%	-5%	/	/	i	22	0.2%	i	3.6	/	/	3%
COC(=O)c1nn(-c2ccc(OC)cc2)ccc1=O	-7%	0.4%	12%	/	/	i	48	-0.7%	i	0.3	/	/	27%
CCOc1c(Br)cc(C(=O)NCCCn2ccnc2)cc1OC	5%	-0.2%	7%	/	/	i	18	-0.8%	i	0.8	/	/	1%
COc1ccc(CNC(=O)CN(c2ccc(C)cc2)S(=O)(=O)c2c(C)noc2C)cc1	-2%	0.8%	14%	/	/	i	17	-0.2%	i	2.5	/	/	7%
Cc1nn(Cc2c(F)c(F)c(F)c(F)c2F)c(C)c1NC(=O)c1nn(C)cc1Br	4%	3.5%	13%	/	/	i	18	-0.5%	i	1.4	/	/	-4%
COc1ccc(C=O)cc1Cn1ccnc1C	5%	2.4%	/	0.9	824	i	40	-0.6%	i	0.0	-13	11	/
C[n+]1cccc(C2C(C#N)=C(N)Oc3c2ccc2ccccc32)c1 (centres undefined)	8%	-2.7%	33%	4.5	1041	i	18	0.3%	i	1.0	/	/	-6%
Cc1ccc(C(=O)Nc2ccc3ccccc3c2)cc1	11%	4.2%	13%	/	/	i	47	-0.9%	i	0.3	/	/	-8%
O=C(NC1CCN(C(=O)N2c3ccccc3Sc3ccccc32)CC1)c1ccco1	2%	1.0%	-3%	-4.8	1012	i	10	0.3%	i	0.6	17	8	33%

# Compound activity as filed in PubChem BioAssay.
